Keap1 Nrf2 FP = Keap1-Nrf2 (human) interaction inhibition; Q14145; Keap1 Kelch-Nrf2 peptide fluorescence polarization, 1536-well; inhibition, % at 9.4 µM; 340,000 compounds, 0.15% hits; in the data active means inhibition above about 12%;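 further: human Keap1 Kelch domain with fluorescein labeled Nrf2 9mer peptide probe; 0% = neutral control wells and 100% = peptide positive control; higher means more block of Keap1 binding to Nrf2 peptide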
Target sequence (Q14145 whole entry, looked up, the tested form may be a part): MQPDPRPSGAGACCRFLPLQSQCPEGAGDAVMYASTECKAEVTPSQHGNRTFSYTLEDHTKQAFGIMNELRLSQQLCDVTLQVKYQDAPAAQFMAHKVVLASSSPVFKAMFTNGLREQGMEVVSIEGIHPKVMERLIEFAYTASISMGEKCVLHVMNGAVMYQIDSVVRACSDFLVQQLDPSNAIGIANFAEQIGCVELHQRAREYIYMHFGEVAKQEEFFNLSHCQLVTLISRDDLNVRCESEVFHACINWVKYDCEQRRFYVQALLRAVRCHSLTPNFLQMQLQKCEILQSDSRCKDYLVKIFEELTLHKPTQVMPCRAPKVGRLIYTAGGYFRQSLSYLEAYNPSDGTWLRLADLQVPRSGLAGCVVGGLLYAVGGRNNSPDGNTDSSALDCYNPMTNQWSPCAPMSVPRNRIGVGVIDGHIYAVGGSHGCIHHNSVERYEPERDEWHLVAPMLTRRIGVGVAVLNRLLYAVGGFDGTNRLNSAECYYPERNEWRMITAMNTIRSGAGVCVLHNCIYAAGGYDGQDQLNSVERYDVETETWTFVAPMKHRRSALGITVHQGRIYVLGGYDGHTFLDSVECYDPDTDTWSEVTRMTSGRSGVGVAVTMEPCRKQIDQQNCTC
cardiac RTF act = increases calcium sensitivity of human cardiac regulated thin filaments; activation, % at 7.2 µM; AID 493008; P19429+P45379; 340,000 compounds, 0.24% hits; IANBD-labeled TnC RTF fluorescence at EC20 calcium; 0% EC20 calcium, 100% full calcium;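 active means activation above the mean over all tested compounds plus 3 SD, cut at about 30% in these data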;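 further: rise in fluorescence read as greater calcium sensitivity of cardiac thin filaments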
SR-BI DiI-HDL act = enhances SR-BI lipid uptake from DiI-HDL; 320,000 compounds, 0.096% hits; CHO ldlA[mSR-BI] cells, DiI-HDL uptake fluorescence, 3 h; 100 = double the neutral-control signal; activation, % at 12.5 µM;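 active means mean replicate activation of at least 60% and every replicate at or above 60%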;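 further: 0% = median plate neutral-control signal and 100% = twice that signal; values of inactives mirror those of a sister screen read the other way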
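Assay system: CHO ldlA[mSR-BI] cells, LDL receptor-null, SR-BI overexpressing; medium: Ham's F12 with 0.5% BSA, HEPES 25 mM, pH 7.4; also added: DiI-HDL 10 µg/mL; timing: 3 h uptake period with compound, 37 °C; signal: DiI fluorescence, bottom read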
RTF Ca sens inh = cardiac RTF calcium desensitization. IANBD-labeled cardiac RTF, Ca2+ fluorescence. inhibition, % at 7.15 µM. 340,000 compounds, 0.12% hits. P19429+P45379;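 active means inhibition above the mean inhibition of all tested compounds plus 3 SD, cut at about 17% in these data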;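 further: assay run at fixed EC70 calcium of 1.6 mM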
DAGLB inhibitor = diacylglycerol lipase beta (human) inhibition; AID 504411; 340,000 compounds, 0.059% hits; HEK293T DAGLB membrane lysate, EnzChek fluorogenic substrate; inhibition, % at 5.17 µM; in the data active means inhibition above about 34%;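 further: 0% = enzyme with vehicle and 100% = wells lacking enzyme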
CAL PDZ FP-1 = CAL PDZ (human) peptide binding inhibition; Q9HD26; purified CAL PDZ, TMR-peptide fluorescence polarization, 1 h; inhibition, % at 24.9 µM; 300,000 compounds, 0.92% hits; AID 602252;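 active means mean inhibition of at least 30% with at least half of replicates also reaching 30%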;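 further: 0% = DMSO neutral control and 100% = excess unlabeled competitor peptide PRC23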
PKA-R2B act = PKA-R2B complex activation | activation, % at 11.4 µM | 340,000 compounds, 0.079% hits | PKA-R2B holoenzyme dissociation, Cy5-IP20 fluorescence polarization; R2B truncated from residue 108, S112A mutant; 0% DMSO only, 100% 113 µM cGMP | P22694+P31323;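 active means activation above a cutoff set at the mean over all compounds plus 3 SD, cut at about 18% in these data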;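 further: higher means more holoenzyme dissociation and a rise in polarization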
Target sequence (P31323 whole entry, looked up, other chains not shown, the tested form may be a part): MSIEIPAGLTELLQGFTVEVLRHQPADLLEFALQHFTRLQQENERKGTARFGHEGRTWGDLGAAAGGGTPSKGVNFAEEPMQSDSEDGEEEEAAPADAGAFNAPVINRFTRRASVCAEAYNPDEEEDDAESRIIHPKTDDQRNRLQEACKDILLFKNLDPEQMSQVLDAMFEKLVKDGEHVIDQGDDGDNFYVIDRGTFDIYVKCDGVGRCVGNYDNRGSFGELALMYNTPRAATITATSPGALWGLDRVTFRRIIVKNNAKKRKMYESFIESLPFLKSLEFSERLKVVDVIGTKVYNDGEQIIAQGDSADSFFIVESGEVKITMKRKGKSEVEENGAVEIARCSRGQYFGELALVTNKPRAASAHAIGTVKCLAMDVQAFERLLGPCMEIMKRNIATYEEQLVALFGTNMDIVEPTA
Rtt109 Vps75 = inhibitors of Candida albicans Rtt109/Vps75 histone acetyltransferase; Q5AAJ8; purified Rtt109/Vps75, ThioGlo CoA-SH fluorescence, 4 h; inhibition, % at 34.9 µM; 330,000 compounds, 0.16% hits;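 active means inhibition of at least 50% in every replicate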
CAL PDZ FP-2 = inhibitors of human CAL PDZ peptide binding | Q9HD26 | 330,000 compounds, 0.02% hits | purified CAL PDZ, TMR-peptide fluorescence polarization, 1 h | inhibition, % at 20 µM | AID 504414;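 active means highest replicate inhibition of at least 40%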;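 further: plate controls were DMSO neutral control wells for no effect and unlabeled competitor peptide control wells for full effect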
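System: purified tagged CAL PDZ domain construct (CerCALP). Schedule: 1 h incubation at room temperature before polarization reading. Medium: 25 mM sodium phosphate pH 7.4, 150 mM NaCl, TCEP, IgG, Thesit. Read-out: percent inhibition from loss of millipolarization. Measured by: FP readout, S and P plane fluorescence. Probe or stimulus: fluorescent TMR peptide probe.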
C-LANA FP = inhibitors of KSHV LANA C-terminal domain DNA binding; AID 504423; MBP-C-LANA/FAM-LBS DNA binding, fluorescence polarization; inhibition, % at 9 µM; 340,000 compounds, 0.078% hits;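 active means highest replicate inhibition at or above 60% at 9 µM, even if other replicates fall short; inactive means all replicates below 60% inhibition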;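 further: 0% = neutral control wells and 100% = 4 µM acridine orange control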
Numbers without * were called inactive; . = no result given.

SMILES	Keap1 Nrf2 FP	cardiac RTF act	SR-BI DiI-HDL act	RTF Ca sens inh	DAGLB inhibitor	CAL PDZ FP-1	PKA-R2B act	Rtt109 Vps75	CAL PDZ FP-2	C-LANA FP
Clc1ccc(-n2nnnc2SCc2c(-c3ccccc3)nc3sccn23)cc1	-2	-3	2	-11	-6	0	-14	-4	0.7	-0.5
COc1ccc(NC(=O)CC(CC(=O)O)c2cc(OC)c(OC)c(OC)c2)cc1 (stereo unspecified)	-4	-2	8	-1	-2	59*	-11	5	0.1	-1.5
CCN(CC)S(=O)(=O)c1cc(NC(=O)COc2ccc(C#N)cc2OC)ccc1C	-3	2	-24	2	-4	-7	-9	1	-1.7	-1.9
Clc1ccc(SCCOCCN2CCCCCC2)cc1	1	7	3	-3	2	.	-9	3	-6.1	-10
Cc1ccc(C2C(C(N)=S)=C(N)OC3=C2C(=O)CC(C)(C)C3)cc1 (stereo unspecified)	-3	-4	0	-19	2	0	7	13	-2.1	-0.5
CCC1=Nc2ccccc2NC2=C1C(=O)CCC2	-3	-2	6	-3	4	-2	-3	5	.	0.3
Cc1c(NC(=O)Nc2ccc(C#N)cc2)c(=O)n(-c2ccccc2)n1C	-5	3	.	-5	2	-4	-6	-6	0.1	0.1
CC(=O)NC1C(OCc2ccccc2)OC2COC(C)(C)OC2C1O (stereo unspecified)	2	-2	9	1	-1	3	-3	-13	1.1	-0.7
Cc1ccc(S(=O)(=O)N2CCN(CC(=O)N/N=C\c3ccncc3)CC2)cc1	2	7	0	-1	1	-7	4	-7	0.3	0.4
Cc1cc(C)c(S(=O)(=O)c2ccccc2)c(OC(=O)c2c(Cl)cc(Cl)cc2Cl)n1	-1	-4	0	-1	-7	0	-3	-1	0.0	0.6
O=C(CCc1nc2ccccc2c(=O)[nH]1)OCC(=O)N1CCc2ccccc21	-1	3	15	-8	-3	.	-9	-3	-1.2	0.3
COc1ccccc1NC(=O)C(C)OC(=O)c1nc2nc(C)cc(C)n2n1 (stereo unspecified)	-1	7	10	-6	1	-3	-3	5	-0.3	0.7
O=C(NCc1ccco1)/C(=C\C=C\c1ccccc1)NC(=O)c1ccco1	-3	4	-10	-2	2	0	-11	-3	-1.2	1.9
O=C(O)c1cccc(NC(=O)c2cn(-c3ccccc3)nc2-c2ccc(F)cc2)c1	-6	4	.	-3	1	5	-11	5	-1.8	-0.4
Cc1ccc(S(=O)(=O)N/N=C2/CC(c3ccccc3)Oc3ccccc32)cc1[N+](=O)[O-] (stereo unspecified)	1	-4	-7	4	8	-1	-1	1	-0.2	-0.2
O=C(N1CCN(c2ccc(F)cc2)CC1)C12CC3CC(CC(C3)C1)C2	-2	-4	-17	-8	-7	10	-5	2	0.0	-0.8
Cc1cc(C(=O)N2CCN(S(=O)(=O)c3ccccc3C#N)CC2)c(C)o1	0	1	3	-3	2	-1	-7	-4	-0.4	-0.4
Cc1ccsc1C(=O)N/N=C/c1ccc2c(c1)OCO2	1	-8	14	3	-1	-1	-7	.	-2.2	4.1
COc1cc(C(=O)NC2CC3CCCC(C2)N3Cc2ccccc2)cc(OC)c1OC (stereo unspecified)	-1	-3	.	-14	2	-1	1	-3	-1.2	0.7
Cc1c(C(=O)Nc2ccc(-n3cnnn3)cc2)oc2ccccc12	1	-2	-33	1	2	2	0	-6	-0.7	0.5
COc1ccc2nc(SCC(=O)Nc3ccccc3C#N)[nH]c2c1	3	2	.	0	-2	0	-3	18	-0.7	1.6
O=C(NCCc1ccccc1)C1CCN(C(=O)c2ccc([N+](=O)[O-])cc2)CC1	-5	3	-3	-5	-3	-4	-3	-1	-2.2	0.8
O=C1CCC/C=C/C[C@@H](CC(=O)N(CCO)Cc2ccccc2)C(=O)NC[C@H](c2ccccc2)O1	-1	-4	31	-10	-1	-1	-5	8	-0.4	0.4
CCOC(=O)Cn1cc(/C=N/N2C(=O)C3C4C=CC(C4)C3C2=O)c2ccccc21 (stereo unspecified)	-5	7	1	-1	-3	-5	0	1	-0.7	-2.2
CCOC(=O)c1ccccc1NC(=O)CSc1ccc(-c2ccccn2)nn1	-4	4	11	2	-1	51*	9	3	-1.9	-1.5

Two compounds picked at random from those above:
SMILES	Keap1 Nrf2 FP	cardiac RTF act	SR-BI DiI-HDL act	RTF Ca sens inh	DAGLB inhibitor	CAL PDZ FP-1	PKA-R2B act	Rtt109 Vps75	CAL PDZ FP-2	C-LANA FP
Clc1ccc(SCCOCCN2CCCCCC2)cc1	1	7	3	-3	2	.	-9	3	-6.1	-10
COc1ccccc1NC(=O)C(C)OC(=O)c1nc2nc(C)cc(C)n2n1 (stereo unspecified)	-1	7	10	-6	1	-3	-3	5	-0.3	0.7

Additional compounds:
SMILES	Keap1 Nrf2 FP	cardiac RTF act	SR-BI DiI-HDL act	RTF Ca sens inh	DAGLB inhibitor	CAL PDZ FP-1	PKA-R2B act	Rtt109 Vps75	CAL PDZ FP-2	C-LANA FP
Oc1cccc(/C=N/Nc2ccc(Cl)nn2)c1O	-1	-2	-11	-1	2	-4	2	7	-0.8	0.3
CCCc1nnc(-c2cc(OC)c(OC)c(OC)c2)o1	-3	-5	-8	1	0	-1	-11	1	-2.9	-0.6
O=C(c1ccc(NC2=NC3CS(=O)(=O)CC3S2)cc1)N1CCN(c2ccccc2F)CC1 (stereo unspecified)	-3	-3	23	-5	-2	.	3	7	0.2	-0.9
COC(=O)c1cn(Nc2ncc(C(F)(F)F)cc2Cl)c(=O)c2ccccc12	-4	-6	-17	-12	-5	-2	-3	7	.	-1.2
CCC/C=N/Nc1nnc(Cc2ccccc2)c(=O)[nH]1	-1	5	-15	-11	0	-1	-5	-8	-4.6	1.8
CC(/C=N/NC(=O)c1ccc(CN2c3cccc4cccc(c34)S2(=O)=O)cc1)c1ccccc1 (stereo unspecified)	-8	9	18	-4	-3	-4	2	-4	-1.1	0.2
CCC(C)NC(=O)Nc1ccc(Br)cc1Cl (stereo unspecified)	-4	3	-4	5	-3	-2	2	.	-2.0	0.3
COc1ccc(C(=O)N(C)CC(O)c2ccccc2)cc1OC1CCN(C(C)=O)CC1 (stereo unspecified)	-5	-1	12	-4	-4	7	5	11	0.5	-2.5
O=C(CSc1ncnc2ccccc12)N1CCNC1=O	1	-4	-11	-1	-1	-3	-14	-20	-0.5	1.0
CCN1CCN(C(=O)c2cc(COc3c(C)cccc3C)on2)CC1	-3	2	-15	-6	-2	1	11	0	0.3	-1.2
Cc1c(-c2ccc(F)cc2)[n+](=O)c2c(n1[O-])CCCCC2	3	-2	23	2	3	-3	1	20	-2.7	-1.0
CCCOc1ccc(OCCSc2nnc(N)s2)cc1	0	0	-8	0	-2	2	-4	-3	-1.5	-2.2
CC(C)c1ccccc1NC(=O)C1C2C=CC(C2)C1C(=O)O (stereo unspecified)	-1	2	15	-14	-2	-3	-2	3	-2.2	-7.6
CCc1ccc(CN(C)Cc2nc(COc3ccccc3)no2)nc1	0	-1	9	-3	0	49*	0	-5	-0.1	-0.7
Cc1cc(C)cc(N(CC(=O)NC2CCCCC2)C(=O)CCC(=O)Nc2cc(C)ccn2)c1	-1	4	14	-15	-1	-6	1	5	.	2.0
Cc1ccc(NC(=O)COC(=O)c2ccccc2F)cc1S(=O)(=O)N1CCCCC1	0	-12	11	-5	0	-5	-14	8	-2.7	0.2
Cc1ccccc1-c1nc(CS(=O)(=O)CC(=O)Nc2cc(F)ccc2F)c(C)o1	-7	6	-4	4	-5	.	-2	-3	-1.3	-2.2
O=C(CCN1C(=O)C2C3C=CC(C4CC34)C2C1=O)Oc1cccc2cccnc12 (stereo unspecified)	0	-6	7	-5	1	0	-8	-1	-1.2	0.1
C/C(N)=C(/C#N)C(=O)CN1C(=O)NC(Cc2c[nH]c3ccccc23)C1=O (stereo unspecified)	-5	0	4	-7	0	30	-1	2	-0.9	2.2
Cc1ccnn1CCC(=O)N1CCCC(Nc2ccc(F)c(F)c2)C1 (stereo unspecified)	7	-6	14	-4	3	0	9	-2	-0.8	5.8
COc1ccc(NC(=O)C(c2ccc(C)cc2)N(C)C(=O)c2cnccn2)cc1 (stereo unspecified)	-1	2	1	-17	-1	.	-7	14	-0.8	0.2
COC(=O)c1cc(C(=O)OC)n(Cc2ccc(F)cc2)n1	-11	2	10	-13	-4	11	4	0	0.1	-1.9
CC1C/C(=N\NC(=S)NCc2ccccc2)CC(C)(C)C1 (stereo unspecified)	2	13	-6	-1	-1	-4	-8	-7	-1.3	-1.0
Cc1cc(C)c(NC(=O)COC(=O)c2ccc([N+](=O)[O-])s2)c(C)c1	1	2	7	2	-2	-2	-9	-2	-2.0	-0.8
C=CCSc1nnc(-c2cccnc2)o1	0	0	11	-1	-1	.	-2	-15	0.3	0.4

Sorted by value in cardiac RTF act (lowest first): 3 of the compounds above.
SMILES	cardiac RTF act
Cc1ccc(NC(=O)COC(=O)c2ccccc2F)cc1S(=O)(=O)N1CCCCC1	-12
O=C(CSc1ncnc2ccccc12)N1CCNC1=O	-4
O=C(c1ccc(NC2=NC3CS(=O)(=O)CC3S2)cc1)N1CCN(c2ccccc2F)CC1 (stereo unspecified)	-3

More results follow.
SMILES	Keap1 Nrf2 FP	cardiac RTF act	SR-BI DiI-HDL act	RTF Ca sens inh	DAGLB inhibitor	CAL PDZ FP-1	PKA-R2B act	Rtt109 Vps75	CAL PDZ FP-2	C-LANA FP
CC1Cc2ccccc2N1C(=O)COC(=O)C1(c2ccccc2F)CCCC1 (stereo unspecified)	3	2	11	-14	-13	1	-8	6	-0.9	0.2
Cc1ccc(-n2ncc(C(=O)O)c2C2CCN(C(=O)OC(C)(C)C)CC2)cc1	3	-6	10	-7	1	-6	5	.	-1.3	1.1
CCOC(=O)N1CCC(n2c(SCC(=O)Nc3ccccc3OC)nc3ccccc3c2=O)CC1	-2	0	2	-7	0	0	-8	.	-3.3	0.1
Cc1ccc(O)c(NC(=S)NC(=O)Cc2ccc(Cl)cc2)c1	4	2	12	-5	-2	-2	1	-2	0.2	0.2
Cc1cc(=O)oc2cc(OCC(=O)NCCc3nc4ccccc4[nH]3)ccc12	3	-2	-4	3	0	-3	-2	.	-2.7	0.2
CCCC(C)NC(=O)CSc1nnc2ccccn12 (stereo unspecified)	1	5	15	-8	0	-1	-2	-1	1.6	0.7
Cc1ccc(C(=O)NNC(=O)Cc2ccccc2)cc1	3	-4	18	-7	-3	-3	4	-2	-3.1	3.0
COc1ccc(C(=O)NNC(=O)CSc2nc3c([nH]2)c(=O)n(C)c(=O)n3C)cc1	0	5	4	-13	1	.	-6	1	-4.6	-0.5
O=C(/C=N/O)NCCN1CCCCC1	4	1	2	6	0	-1	-14	2	0.5	0.9
CCCN1Cc2cccc(C(=O)NCc3ccccc3OC)c2C1=O	-1	2	-8	3	-4	-2	3	3	-2.1	0.9
Cc1cccc(NC(=O)CSCc2cc(=O)n3nc(C4CC4)sc3n2)c1	-7	2	13	-11	0	-3	-1	-8	-2.3	-1.1
O=C(N/N=C\c1cccc(F)c1)c1ccc(-c2ccccc2)cc1	-3	-2	-25	-1	-5	15	-3	14	0.8	-2.0

Screening results deposited in PubChem by several laboratories.
